Bioassay records deposited in PubChem BioAssay by several laboratories.
CatB mixtures: cathepsin B inhibitors from pooled compounds, primary screen, biochemical, compound mixtures, AMC fluorescence | AID 488, 2006 | Purified cathepsin B, AMC dipeptide fluorescence | inhibition, %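 (ten-compound pools at 5 µM per compound and 50 µM total)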 | actives 0.06% (n = 62,000); in the data active = inhibition above about 22%, passing the limit was not always enough;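 also: 0% = enzyme without compound and 100% = no enzyme blank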
CatG inh: human cathepsin G inhibitors, primary screen, biochemical, pooled compound mixtures, AMC fluorescence; P08311; purified enzyme, AMC-tetrapeptide fluorescence; inhibition, % at 5 µM (by protocol); actives 0.2% (n = 62,000); AID 581, 2007;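 active = inhibition above 20% in each of the two mixture wells holding the compound; inactive = inhibition of 20% or less in either well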;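 also: 0% = enzyme control without mixture and 100% = blank lacking enzyme; strong numbers were not always called active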
Target sequence (P08311 21-244 limits assumed): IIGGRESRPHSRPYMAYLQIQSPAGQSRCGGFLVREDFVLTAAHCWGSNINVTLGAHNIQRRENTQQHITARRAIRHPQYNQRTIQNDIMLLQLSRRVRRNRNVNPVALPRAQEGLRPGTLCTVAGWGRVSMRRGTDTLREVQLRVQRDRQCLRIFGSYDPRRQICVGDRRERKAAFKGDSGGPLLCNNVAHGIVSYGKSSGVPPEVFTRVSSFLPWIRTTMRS
CatS inh: inhibitors of human cathepsin S, biochemical, compound mixtures; P25774; recombinant cathepsin S, AMC dipeptide fluorescence, pooled mixtures; inhibition, %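 (tested at 5 µM per compound within 10-compound mixtures)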; actives 0.06% (n = 62,000); AID 501, 2006; in the data active = inhibition above about 32%, passing the limit was not always enough;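 also: 0% = enzyme without compound and 100% = blank without enzyme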
Target sequence (P25774 115-331 limits assumed): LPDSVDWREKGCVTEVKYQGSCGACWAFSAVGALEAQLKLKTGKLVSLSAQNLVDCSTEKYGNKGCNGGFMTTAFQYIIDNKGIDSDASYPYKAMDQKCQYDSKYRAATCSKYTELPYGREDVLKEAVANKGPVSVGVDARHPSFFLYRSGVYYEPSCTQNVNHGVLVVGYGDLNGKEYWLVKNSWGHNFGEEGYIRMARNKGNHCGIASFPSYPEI
FXIa inh mix: FXIa protease inhibitors in compound pools, primary screen, biochemical, 10-compound mixtures. purified FXIa, fluorogenic substrate, pooled mixtures. actives 0.19% (n = 62,000). inhibition, % at 5 µM. Coagulation factor XI (Homo sapiens), P03951;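 also: each value is inhibition by a whole ten-compound pool holding the compound; 0% = enzyme with no mixture and 100% = wells lacking enzyme; strong numbers were not always called active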
Target sequence (P03951 19-387 limits assumed): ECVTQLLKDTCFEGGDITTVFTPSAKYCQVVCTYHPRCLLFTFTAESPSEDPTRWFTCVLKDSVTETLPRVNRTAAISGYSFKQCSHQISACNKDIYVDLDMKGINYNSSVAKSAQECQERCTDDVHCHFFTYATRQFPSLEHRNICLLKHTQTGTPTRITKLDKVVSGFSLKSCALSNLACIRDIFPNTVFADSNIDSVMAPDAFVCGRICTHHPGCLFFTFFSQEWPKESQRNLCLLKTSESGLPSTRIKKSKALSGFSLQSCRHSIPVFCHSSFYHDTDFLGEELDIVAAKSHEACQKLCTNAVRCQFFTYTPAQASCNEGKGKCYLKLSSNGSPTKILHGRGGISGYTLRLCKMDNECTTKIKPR
Target sequence (P03951 388-625 limits assumed): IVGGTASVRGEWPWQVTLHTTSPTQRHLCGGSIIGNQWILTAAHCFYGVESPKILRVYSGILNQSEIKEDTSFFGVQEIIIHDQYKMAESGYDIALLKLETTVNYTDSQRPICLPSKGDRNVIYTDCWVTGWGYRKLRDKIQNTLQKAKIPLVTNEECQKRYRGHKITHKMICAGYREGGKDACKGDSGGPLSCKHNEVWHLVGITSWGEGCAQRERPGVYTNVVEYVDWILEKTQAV
C1s block: complement C1s protease inhibitors, primary screen, biochemical, 10-compound mixtures | purified C1s, fluorogenic AMC substrate, pooled mixtures | Complement C1s subcomponent (Homo sapiens), P09871 | mean inhibition % of two 10-compound mixtures (stronger effect = higher value), % at 5 µM (by protocol) | actives 0.16% (n = 62,000);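 active = inhibition above 20% in each of the two 10-compound mixture wells holding the compound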;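 also: 0% = enzyme wells lacking compound mixture and 100% = no-enzyme blank wells; some compounds called inactive have numbers as strong as hits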
FXIIa mix inh: human factor XIIa inhibitors, primary screen, biochemical, pooled compound mixtures, fluorogenic substrate. Coagulation factor XII (Homo sapiens), P00748. purified FXIIa. inhibition, % at 5 µM. actives 0.2% (n = 62,000). AID 684, 2007;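 also: 0% = enzyme without compound and 100% = no enzyme blank; some results filed as inactive read as strong as hits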
CatL inh: inhibitors of human cathepsin L, biochemical. Procathepsin L (Homo sapiens), P07711. purified cathepsin L, fluorogenic substrate, fluorescence. inhibition, %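 (tested at 10 µM)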. actives 0.17% (n = 58,000). AID 460, 2006; in the data active = inhibition above about 45%;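 also: 0% = enzyme with no compound and 100% = no enzyme blank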
A340 absorber: compound light absorbance at 340 nm, profiling panel, artefact control, biochemical, MLSMR library, data from PS, PMK, MK assays. compound absorbance at 340 nm, fold over control. 65,000 tested, under 10 active. AID 708, 2007. fold change at 10 µM;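 active = at 10 µM dose, initial 340 nm absorbance at least 2 fold that of control wells; inactive = change under 2 fold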;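 also: initial absorbance extrapolated from kinetic A340 decline of NADH oxidation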
CatB inh: human cathepsin B inhibitors, primary screen, biochemical, fluorogenic substrate | P07858 | purified cathepsin B, fluorescence | inhibition, %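 (tested at 10 µM)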 | actives 0.1% (n = 63,000) | AID 453, 2006; in the data active = inhibition above about 21%;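 also: 0% = enzyme with no compound and 100% = no enzyme blank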
Starred values were filed as active, the others as inactive; x = no result given. Rule as the data show it, unless noted: active = inhibition above about 20% (passing the limit was not always enough); inactive = the rest.

SMILES | CatB mixtures | CatG inh | CatS inh | FXIa inh mix | C1s block | FXIIa mix inh | CatL inh | A340 absorber | CatB inh
COCCNC(=O)c1c(N)sc2c1CCCC2 | 2 | 6 | -2 | -1 | -6 | 1 | 10 | 1 | 4
CCn1cc(C(=O)N2CCN(C(=O)c3ccco3)CC2)c2cc(OC)c(OC)cc2c1=O | 3 | 9 | 1 | 6 | 17 | 0 | 12 | 0.99 | 6
NC(=O)NC(CC(=O)OCC(=O)NC(=O)NCc1ccco1)c1ccc(Cl)cc1 (stereo not given) | 4 | 7 | 1 | 4 | 5 | 1 | -1 | 0.99 | 2
O=C(COC(=O)CCc1ccc(S(=O)(=O)N2CCOCC2)cc1)Nc1ccc(Cl)cn1 | -1 | 3 | 6 | 3 | -4 | -1 | 4 | 1 | -2
COCCNC(=O)C(c1ccco1)N(C(=O)Cn1nnc2ccccc21)c1ccccc1C (stereo not given) | 0 | 5 | -13 | -7 | -17 | 2 | 5 | 1 | 9
Clc1ccc(OCc2nc(-c3ccncc3)no2)c(Cl)c1 | 5 | 6 | 13 | 5 | -1 | -18 | 11 | 1.1 | 3
CN1/C(=C\C(=O)CN2C(=O)NC3(CCCCCC3)C2=O)C(C)(C)c2ccccc21 | -4 | -2 | 2 | 10 | -6 | 1 | 13 | 1.2 | -1
CCCOc1ccc2ccccc2c1/C=N/n1c(C)nnc1-n1nc(C)cc1C | -5 | 6 | 3 | 38 | -55 | -16 | 9 | 1.1 | 4
O=C1C(Cl)=C(NCCCN2CCOCC2)C(=O)N1CCc1ccccc1 | 4 | 9 | -2 | -1 | 10 | 0 | 6 | 1.1 | 5
CC(C)NC(=O)NC(=O)COc1ncnc2sccc12 | -3 | -10 | -11 | -15 | -152 | 5 | -3 | 0.98 | 3
O=C(Nc1cccc(Cl)c1)N1CCN(Cc2ccccc2)CC1 | 8 | 6 | 19 | 8 | 40 | 0 | 23 | 0.98 | 2
Cc1ccc(-c2nnc(N3CCN(C(=O)c4ccco4)CC3)c3ccccc23)cc1 | -8 | 12 | 6 | -5 | -2 | 16 | -6 | 1.1 | 0
Cc1cc(C)c2c(c1)-c1cc(C)nn1C(c1ccc3c(c1)OCO3)N2 (stereo not given) | -10 | -28 | -20 | -23 | -85 | 12 | -23 | 0.99 | -2
CC(CC(=O)O)CC1=NS(=O)(=O)c2ccccc2N1 (stereo not given) | -2 | -3 | 4 | 5 | -27 | 1 | 13 | 1 | 6
O=C(O)CCc1ccc(-c2ccccc2)n1CC1CCCO1 (stereo not given) | 4 | 0 | 16 | 4 | -6 | 1 | -9 | 1 | -2
CCN(CC(=O)NCc1cccs1)c1ccc(S(=O)(=O)N2CCOCC2)cn1 | 4 | 13 | -9 | 10 | 15 | -6 | x | 1 | 9
Cc1ccc2oc(-c3ccc(NC(=O)CC(C)C)cc3)nc2c1 | 2 | 7 | -5 | 5 | 8 | 10 | -4 | 1.1 | 1
Cc1cc(-n2[nH]c(C)c(C)c2=O)nc(-c2ccccc2O)n1 | -1 | 10 | -5 | 4 | 13 | 2 | 12 | 1 | 11
CCSc1nnc(-c2ccccc2NC(=O)CC)c(=O)[nH]1 | -2 | 2 | 13 | 6 | 0 | 4 | 19 | 1.1 | 1
CCOC(=O)N1CCC(NC(=O)c2cnc3n(c2=O)CCS3)CC1 | 2 | 22 | 1 | -1 | -4 | 11 | -5 | 1 | 1
CCOc1cccc(-c2cc(=O)[nH][nH]2)c1 | 1 | -10 | 3 | 1 | -13 | 10 | 4 | 1 | 3
CCN(CC)CCCCCOc1ccccc1OC | 7 | -7 | 10 | 4 | -4 | 8 | 13 | 1.1 | 6
O=C(O)C1CCCCC1C(=O)Nc1ccc2c(c1)OCCO2 (stereo not given) | 0 | 11 | -2 | 4 | 16 | -3 | 16 | 1 | 1
COc1ccc(C2C(C(=O)Nc3cc(C)on3)c3ccccc3C(=O)N2C)cc1 (stereo not given) | 5 | 9 | 3 | 8 | 5 | -5 | -1 | 1 | 1
O=C(NCCN1CCN(c2ccccc2)CC1)C1CCCN(S(=O)(=O)c2cnc[nH]2)C1 (stereo not given) | 1 | -6 | -4 | 8 | -3 | 12 | x | 1.1 | -1
CC(=O)Nn1c(C)nnc1-n1nc(C)cc1C | 2 | 3 | 11 | 0 | -1 | 3 | 5 | 0.97 | 4
Cc1sc2ncnc(OCC(=O)N3CCN(S(=O)(=O)c4ccc(Cl)cc4)CC3)c2c1C | 1 | 6 | -1 | 9 | 13 | 2 | 5 | 0.99 | 1
CCc1ccc2oc(-c3cc(N)ccc3Cl)nc2c1 | 7 | -13 | 13 | 6 | -11 | 10 | 3 | 0.99 | 7
O=C(N1CCN=C1SCc1cccnc1)C12CC3CC(CC(C3)C1)C2 | 1 | 26 | -7 | 12 | 4 | 0 | -8 | 0.98 | 4
CN(CCC#N)C(=O)c1ccc(CNS(=O)(=O)c2ccc(F)cc2)cc1 | 7 | 1 | -3 | 4 | -5 | -12 | 1 | 1 | -4

Reformatted with two lines to a compound: part of the list above.
Under each structure – CatB mixtures | CatG inh | CatS inh | FXIa inh mix | C1s block | FXIIa mix inh | CatL inh | A340 absorber | CatB inh
Cc1ccc2oc(-c3ccc(NC(=O)CC(C)C)cc3)nc2c1
→ 2 | 7 | -5 | 5 | 8 | 10 | -4 | 1.1 | 1
CCc1ccc2oc(-c3cc(N)ccc3Cl)nc2c1
→ 7 | -13 | 13 | 6 | -11 | 10 | 3 | 0.99 | 7
CN1/C(=C\C(=O)CN2C(=O)NC3(CCCCCC3)C2=O)C(C)(C)c2ccccc21
→ -4 | -2 | 2 | 10 | -6 | 1 | 13 | 1.2 | -1

Other records
SMILES | CatB mixtures | CatG inh | CatS inh | FXIa inh mix | C1s block | FXIIa mix inh | CatL inh | A340 absorber | CatB inh
CCCCNC(=O)Cn1c(=O)n(C)c2ccccc21 | 6 | 13 | -16 | 4 | 19 | -4 | -3 | 1 | 7
O=S(=O)(/C=C/c1ccccc1)NCCc1ccccn1 | 1 | 6 | 4 | -1 | -3 | 1 | 29 | 0.98 | 1
Cc1ccccc1-n1c(=O)c2ccccc2n2nnnc12 | 8 | -7 | 24 | -1 | -24 | 0 | 28 | 0.99 | 4
CCOC(=O)C1=C(C)NC(C)=C(C(=O)OCC)C1C(=O)OCC(=O)N1CCCCC1CC (stereo not given) | 3 | 0 | -4 | 3 | -4 | 9 | -2 | 1 | 1
CC(=O)N1CCCc2cc(S(=O)(=O)N3CCc4ccccc4C3)ccc21 | -1 | -4 | 1 | 2 | -7 | 1 | 8 | 0.99 | -3
CC1Cc2ccccc2N1C(=O)CSc1ncccc1C(=O)O (stereo not given) | -5 | 9 | 2 | -4 | -5 | -1 | 0 | 1 | 2
CCCCN(CC)Cc1c(C)[nH]c2ccccc2c1=O | -4 | 9 | 6 | 4 | 15 | 6 | 8 | 1.1 | 2
C=CCn1c(SCC(=O)Nc2ccccc2)nnc1-c1cccc(S(=O)(=O)N2CCOCC2)c1 | 0 | 9 | 10 | 1 | 12 | 4 | 12 | 1 | 6
CC1CCCCC1NC(=O)C1CCN(C(=O)NC2CCCCC2)CC1 (stereo not given) | 6 | 6 | 4 | 7 | 10 | 8 | 6 | 0.98 | 5
Cc1cccc(OCCCC(=O)Nc2ccc3c(c2)OCO3)c1 | 0 | 8 | 6 | 0 | 3 | 9 | x | 1 | x
O=C1CC(c2ccccc2)CC(O)=C1C=NCCCO (stereo not given) | 1 | 9 | -8 | 4 | 11 | 10 | -10 | 1.1 | -2
Cc1nc(SCC(=O)Nc2ccccc2C(F)(F)F)c2c(=O)n(C)c(=O)n(C)c2n1 | 4 | 11 | -10 | 3 | 2 | 2 | 6 | 1 | 4
NC(=O)C1CCN(C(=O)c2cc(S(=O)(=O)N3CCOCC3)c(Cl)cc2Cl)CC1 | 3 | 6 | -8 | 1 | 0 | 4 | -2 | 1 | 4
CCOC(=O)N1CCN(C(=O)CCN2C(=O)COc3ccc(C)cc32)CC1 | 5 | 9 | -2 | 4 | 11 | 0 | -3 | 0.96 | 3
C=CCOC(=O)C1C(=O)CC(C)(O)C(C(=O)OCC=C)C1c1ccc(OCC)cc1 (stereo not given) | 1 | 9 | 3 | -1 | 4 | 2 | 21 | 0.99 | 3
O=C(c1ccncc1)c1nccn1-c1ccccn1 | 4 | 12 | 2 | 3 | 1 | -16 | 5 | 1.1 | 2
COc1cc2c(cc1NC(=O)COC(=O)C1CC(=O)N(Cc3ccco3)C1)oc1ccccc12 (stereo not given) | 1 | 7 | 5 | 9 | -5 | 4 | 10 | 1 | 3
CCN1c2ccccc2-c2nc3ccccc3n2C1c1cccnc1 (stereo not given) | -4 | 4 | 4 | -5 | -28 | 0 | 18 | 1 | 0
CCOC(=O)N1CCN(C(=O)CNC(=O)Cc2ccc(Cl)cc2)CC1 | 4 | 8 | -7 | 8 | 11 | -16 | -11 | 1 | -1
CCCc1cc(C(=O)Nc2cccnc2)no1 | 3 | -2 | 6 | 4 | -10 | -3 | x | 1 | -2
CCOc1ccc(OCC)c(NC(=O)CSc2nc3c(c(=O)n(C)c(=O)n3C)n2C)c1 | 2 | 7 | 3 | 8 | 9 | -21 | 12 | 0.99 | 3
CCOC(=O)CCCNS(=O)(=O)c1c(C)ccc2nsnc12 | 5 | 10 | -5 | 2 | 13 | -16 | -3 | 1 | -4
Cc1nc2ccccn2c1/C(O)=C1\C(=O)C(=O)N(CCCn2ccnc2)C1c1ccncc1 (stereo not given) | -2 | 1 | 9 | -2 | -5 | 10 | 11 | 1.1 | 1
CC(C)(C)n1ncc2c(=O)n(CC(=O)Nc3ccc4c(c3)OCO4)cnc21 | 6 | -12 | 8 | 3 | -40 | 3 | 4 | 0.96 | 6
CCCCN(C(=O)NC(=O)C1=C(N2CCOCC2)/C(=C/c2ccccc2)CC1)S(C)(=O)=O | 2 | 9 | 6 | 4 | -3 | -20 | 13 | 1.1 | 1
CCOc1ccc(S(=O)(=O)Nc2cc(Sc3ncn[nH]3)c3oc(=O)sc3c2)cc1 | 1 | -7 | -2 | -3 | -51 | 4 | 2 | 0.99 | -6
Nc1ncnc2nc(N3CCN(C(=O)c4ccccc4)CC3)[nH]c12 | -1 | 5 | -4 | -4 | -30 | -17 | 7 | 1 | 2
O=c1c2[nH]c3ccccc3c2ncn1C1CCCCC1 | 0 | -7 | 14 | 4 | -7 | 11 | 12 | 1 | 2
CN1CCN(c2nc(NCCOC34CC5CC(CC(C5)C3)C4)nc(OCC(F)(F)F)n2)CC1 | -2 | -3 | -9 | 2 | -1 | -2 | -6 | 0.98 | -3
COc1ccccc1C1NC(=O)NC(C)=C1C(C)=O (stereo not given) | 0 | 2 | 16 | 12 | 0 | 72* | 2 | 1 | 4
COC(=O)COc1ccc(S(=O)(=O)NCc2ccco2)cc1 | 7 | 0 | 0 | 6 | -26 | 8 | -3 | 1 | 0
O=C(CCN1C(=O)C2C3C=CC(C3)C2C1=O)NC1CCCc2ccccc21 (stereo not given) | 5 | 14 | 10 | 18 | 11 | -18 | 17 | 0.97 | 5
Cc1ccccc1CCNC(=O)C1CCN(S(=O)(=O)c2ccc(-n3cnnn3)cc2)CC1 | 3 | -3 | 1 | -3 | -27 | 0 | 12 | 0.98 | -4
O=C(NC1CSC/C1=N\O)c1ccccc1 (stereo not given) | 4 | 11 | 1 | -2 | 7 | 3 | 5 | 1 | 3
COc1ccc(N(C(C)C(=O)NCc2ccco2)S(C)(=O)=O)cc1 (stereo not given) | 7 | 2 | 2 | 4 | 4 | 6 | -11 | 1 | -1

Some of the compounds tested. The share of hits here may be higher or lower than overall.
